TCR activator = activators of T cell receptors; primary human leukocytes, anti-CD3, IL-2 HTRF, 48 h; 330,000 tested, under 10 active; Potency, µM (doses to about 9.22 µM), without a hit: at the highest dose activation of IL-2 secretion, actives largely listed as activators; also: % of control where 0% means no effect
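Primary human leukocytes receive a-CD3 beads and test compound and are incubated 48 hr. Secreted IL-2 is then assayed by HTRF, measuring 665nm acceptor emission after 320nm excitation of the europium donor.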
ELG1 repair inh = blocks ELG1-dependent DNA repair in HEK293T cells | hit rate 2.3% among 330,000 | HEK293T ELG1-luciferase reporter, luminescence, 16 h; DNA damage induced by 5-fluorouridine | Potency, µM (doses to about 46.1 µM), inactives show at the top dose activity change, negative = inhibition, usual class: inhibitors; also: potency is read from the fitted curve at half-maximal effect; % is scaled to controls: 0 for no effect and ±100 for the full control effect; nearly all actives have a fitted effect of over 55% in size
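5-Fluorouridine DNA damage + compound/DMSO, 2,000 cells/well, 16 h, 37 °C/5% CO2. ONE-Glo, 30 min RT, luminescence. Readout = decrease in reporter signal.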
hERG WT inh = KCNH2 (human, wildtype) channel inhibition; Q12809; U2OS, BacMam KCNH2, thallium flux FluxOr; stronger effect = lower value; activity change, % at 1.84 µM; hit rate 0.37% among 340,000; AID 720551;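 active = maximum activity change below -70%; inconclusive = maximum activity change between -70% and -50%; inactive = maximum activity change above -50%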; also: % is scaled to controls: 0 for no effect and ±100 for the full control effect
Target sequence (Q12809 whole entry, looked up): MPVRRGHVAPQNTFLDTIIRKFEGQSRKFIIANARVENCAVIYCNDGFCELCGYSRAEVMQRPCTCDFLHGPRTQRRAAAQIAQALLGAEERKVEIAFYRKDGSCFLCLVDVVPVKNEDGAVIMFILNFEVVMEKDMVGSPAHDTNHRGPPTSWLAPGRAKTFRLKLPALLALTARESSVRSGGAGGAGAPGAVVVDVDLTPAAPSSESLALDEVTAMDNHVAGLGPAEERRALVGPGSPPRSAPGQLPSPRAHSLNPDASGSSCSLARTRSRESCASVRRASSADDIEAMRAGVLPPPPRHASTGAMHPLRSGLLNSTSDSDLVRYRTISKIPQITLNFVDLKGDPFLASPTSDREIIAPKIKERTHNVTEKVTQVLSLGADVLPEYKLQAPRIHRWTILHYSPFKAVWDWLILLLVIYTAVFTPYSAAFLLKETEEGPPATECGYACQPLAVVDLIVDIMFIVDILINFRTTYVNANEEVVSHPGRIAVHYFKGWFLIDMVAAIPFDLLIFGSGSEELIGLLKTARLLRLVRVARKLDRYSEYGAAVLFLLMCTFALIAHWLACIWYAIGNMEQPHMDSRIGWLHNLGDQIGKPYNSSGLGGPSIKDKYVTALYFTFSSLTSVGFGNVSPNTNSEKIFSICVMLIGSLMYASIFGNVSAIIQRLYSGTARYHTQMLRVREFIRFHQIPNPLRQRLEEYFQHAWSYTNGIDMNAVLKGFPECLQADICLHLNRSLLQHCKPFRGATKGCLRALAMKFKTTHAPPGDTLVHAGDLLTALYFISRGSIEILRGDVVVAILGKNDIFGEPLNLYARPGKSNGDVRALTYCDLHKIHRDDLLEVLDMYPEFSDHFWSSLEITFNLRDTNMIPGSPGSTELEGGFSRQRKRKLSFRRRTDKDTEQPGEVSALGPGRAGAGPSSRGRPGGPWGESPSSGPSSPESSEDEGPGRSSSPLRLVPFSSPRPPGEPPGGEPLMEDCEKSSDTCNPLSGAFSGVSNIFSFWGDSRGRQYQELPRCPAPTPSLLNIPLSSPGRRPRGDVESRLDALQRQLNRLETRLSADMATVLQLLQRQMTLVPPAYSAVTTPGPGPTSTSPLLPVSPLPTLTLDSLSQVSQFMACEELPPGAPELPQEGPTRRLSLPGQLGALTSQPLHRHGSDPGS
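U2OS cells were transduced with wild-type KCNH2 virus (2.03 x 10^8 / mL) for 4 h at room temperature, then cultured overnight at 37 C. Thallium flux was read with FluxOr dye. Rate constants were normalized to DMSO controls.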
USP2a inh = inhibitors of human ubiquitin-specific protease USP2a; hit rate 0.01% among 330,000; USP2 core, Ub-CHOP2 coupled fluorogenic reporter, 485/531; Potency, µM (highest dose often 38.3 µM), inactives show at the top dose activity change, negative = inhibition, usual class: inhibitors; O75604;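 also: potency is read from the fitted curve at half-maximal effect; plate controls were DMSO wells for no effect and full inhibition by NEM control for full effect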
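Deubiquitinase activity read as fluorescence (485/531 nm) after Ub-CHOP2 cleavage activates the enterokinase reporter on its substrate; USP2 core 10nM, Ub-CHOP2 and substrate 25nM each, 30min compound preincubation then 60min RT; data normalized to NEM, curves fitted.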
Eya2 inh = blocks the phosphatase activity of human Eya2 | O00167 | recombinant Eya2, OMFP fluorescence dephosphorylation (OMFP is methylfluorescein phosphate) | Potency, µM (top dose mostly 76.9 µM), for inactives: at the top dose activity, negative = inhibition, actives largely listed as inhibitors | hit rate 0.006% among 330,000; also: potency is read from the fitted curve at half-maximal effect; % is scaled to controls: 0 for no effect and ±100 for the full control effect
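Eya2 protein (added as 0.2 uM solution) was preincubated with compound for 10 min at ambient temperature in 50 mM HEPES pH 7.5, 50 mM NaCl, 5 uM MgCl2, 0.05% BSA, 1 mM DTT. OMFP (added at 50 uM) then reacted 10 min; fluorescence read at 485/525 nm.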
A-T KAP1 phos = potential ataxia-telangiectasia treatments restoring KAP-1 phosphorylation; AID 485349; hit rate 0.19% among 320,000; Potency, µM (titrated, usually from 57.5 µM), for the others: at the top dose activation, actives largely listed as activators; […] A-T fibroblasts, KAP-1 phosphorylation AlphaLISA; neocarzinostatin DNA damage 30 min before lysis; also: potency is read from the fitted curve at half-maximal effect; % of control where 0% means no effect; nearly all actives have a fitted effect of over 45% in size
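hTERT-immortalized A-T patient fibroblasts ([…]), 500 cells/well in OPTI-MEM, 1% FBS, got compounds for 60 min, then NCS for 30 min at 37C. Lysates were then assayed for phospho-KAP-1 by AlphaLISA (anti-pKAP1 donor, anti-KAP1 acceptor beads), 6 hr at 25C.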
TRPV1 ag = activates the human vanilloid receptor TRPV1 | TRPV1-expressing cells, Fluo-8 calcium influx, agonist mode | activation, % at 8.33 µM | Q8NER1 | AID 540275 | hit rate 0.19% among 320,000; in the data active = activation above about 80%; inconclusive = between about 30% and that limit; also: 0% is about no effect
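TRPV1-expressing cells were cultured overnight at 35.5C and loaded with Fluo-8 calcium dye for 40 to 90 min at room temperature. After a 10 s baseline, compound was added and calcium influx was read kinetically for 3 min (ex 480/em 520 nm).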
KCNH2 3.1 inh = inhibitors of human KCNH2 3.1 potassium channel isoform; hit rate 0.95% among 340,000; activity change, % (tested at about 1.8 µM); U2OS KCNH2 3.1, thallium flux FluxOr; stronger effect = lower value;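 active = maximum activity change below -70%; inconclusive = maximum activity change from -70% to -50%; inactive = maximum activity change above -50%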;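 also: thallium influx rate constant from kinetic fluorescence after stimulation buffer; % is scaled to controls: 0 for no effect and ±100 for the full control effect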
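We transduce U2OS cells with the mutant 3.1 virus, culture them overnight, load FluxOr with Red40 quencher for 45 min, then add stimulation buffer and read kinetically for 2 min to derive a normalized rate constant.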
TSHR antag = blocks TSH signaling through the human TSH receptor. P16473. TSHR-expressing cells, TSH-stimulated cAMP HTRF, 2 h; stronger effect = lower value. activity change, negative = inhibition, % at 11.5 µM. hit rate 0.2% among 330,000. AID 504810;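 active = activity change below a set negative limit, meaning inhibition stronger than a set level, cut at about -70% in these data; inconclusive = activity change between two set negative limits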; also: % is scaled to controls: 0 for no effect and ±100 for the full control effect
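TSHR-expressing cells, 200/well, pre-treated with compound, then stimulated with EC80 TSH (4nM final) for 2 hours at 37 deg C. cAMP measured by competitive HTRF: anti-cAMP cryptate antibody in lysis buffer plus cAMP-d2, read after 30 minutes at room temperature.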
Mito fusion act = inhibitors of mitochondrial division or activators of mitochondrial fusion; AID 485298; S. cerevisiae fusion-defective mutant growth rescue, CellTiterGlo 48 h; hit rate 0.23% among 320,000; Potency, µM (top dose mostly 46.1 µM), for inactives: at the highest dose growth rescue (activation), usual class: activators;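 also: potency is read from the fitted curve at half-maximal effect; % of control where 0% means no effect; nearly all actives have a fitted effect of over 45% in size; temperature-sensitive fusion mutants such as fzo1-1 at 37 °C on non-fermentable ethanol glycerol medium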
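Growth-rescue viability read-out: after 48 h at the non-permissive 37C in glycerol/ethanol YPEG, yeast mitochondrial fusion mutants are measured by CellTiterGlo luminescence; compounds (23 nl pinned per well) restoring growth score as division inhibitors or fusion activators.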
* marks the source's active call; other numbers are inactive results; i = inactive; ? = inconclusive; . = no result given; [ ] = another dose, or the depositor's remark. Unless noted, calls follow the shape of the dose curve; as a rule, active = well fitted curve in the direction sought with a large enough effect; inconclusive = small, poorly fitted or top-dose-only effect, or another doubt; inactive = no such curve, though single readings can be large; an effect the other way counts as inactive or inconclusive. This is a subset (hit frequency here may not be typical).

item	Molecule	TCR activator	ELG1 repair inh	hERG WT inh	USP2a inh	Eya2 inh	A-T KAP1 phos	TRPV1 ag	KCNH2 3.1 inh	TSHR antag	Mito fusion act
1	COCC(C)N=C1NN=C(c2cccs2)C(CC(=O)O)S1 (centres undefined)	6%	4%	-5	0%	-6%	-3%	4	-1	-4	1%
2	COc1ccc(CN(CC2CCC(C(=O)O)CC2)C(=S)Nc2cc(C)cc(C)c2)cc1 (centres undefined)	-2%	8%	-8	-5%	-1%	1%	-1	-3	6	-5%
3	CCOc1ccccc1N(C(=O)CNS(=O)(=O)c1ccccc1)C(CC)C(=O)NCc1ccco1 (centres undefined)	-8%	-18%	4	-6%	14%	.	-1	7	.	-2%
4	O=C(Nc1cccc(-n2cnnn2)c1)c1ccoc1COc1ccc(Cl)cc1	2%	?	?	-10%	-1%	18%	?	-74*	-18	1%
5	COCCn1c(C)cc(C(=O)COC(=O)CNC(=O)c2ccco2)c1C	-2%	16%	-13	-4%	-19%	1%	-2	3	17	-4%
6	CCOC(=O)CSc1ccc(C(=O)Nc2ccc(Cl)cc2)cn1	0%	7%	i	-1%	-26%	2%	?	6	-19	-3%
7	CN(C(=O)c1c[nH]c(=O)cc1C(F)(F)F)c1ccc(Cl)c(Cl)c1	-1%	2%	-2	2%	0%	3%	-1	6	5	0%
8	CCOc1ccc(Cc2nnc(SCC(=O)Nc3ccc(OC)cc3)n(N)c2=O)cc1	-3%	3%	1	0%	15%	-5%	1	-8	-4	-6%
9	O=C(COC(=O)c1ccccn1)NCc1ccc(Cl)cc1Cl	8%	13%	-4	-1%	4%	-1%	0	-1	4	2%
10	COc1ccccc1CCNC(=O)Nc1cccc([N+](=O)[O-])c1	-6%	?	10	2%	6%	0%	?	-2	-5	11%
11	COc1cc2c(cc1OC)C(c1ccc(-c3ccc(Cl)c(Cl)c3)o1)=NCC2	11%	15µM*	5	2%	-18%	.	3	-38	-28	26%
12	COc1cc2c(cc1OC)C(NC(=O)c1ccc(C)cc1)CC2=O (centres undefined)	5%	?	1	2%	-1%	-6%	1	-4	-3	-23%

2 of the compounds above, with values under each structure:
Each structure is followed by: TCR activator	ELG1 repair inh	hERG WT inh	USP2a inh	Eya2 inh	A-T KAP1 phos	TRPV1 ag	KCNH2 3.1 inh	TSHR antag	Mito fusion act
8: CCOc1ccc(Cc2nnc(SCC(=O)Nc3ccc(OC)cc3)n(N)c2=O)cc1
→ -3%	3%	1	0%	15%	-5%	1	-8	-4	-6%
9: O=C(COC(=O)c1ccccn1)NCc1ccc(Cl)cc1Cl
→ 8%	13%	-4	-1%	4%	-1%	0	-1	4	2%

Further results:
item	Molecule	TCR activator	ELG1 repair inh	hERG WT inh	USP2a inh	Eya2 inh	A-T KAP1 phos	TRPV1 ag	KCNH2 3.1 inh	TSHR antag	Mito fusion act
13	O=C1C2C3C=CC(CC3)C2C(=O)N1/N=C/c1ccccc1O (centres undefined)	0%	0%	-8	4%	-8%	-1%	3	0	1	-1%
14	Cc1ccc(N(CC(=O)NCc2ccc3c(c2)OCO3)C(=O)CCC(=O)Nc2ccccn2)cc1	-9%	?	1	3%	-3%	-9%	20	1	-5	-13%
15	COc1cccc(C(=O)C2CCCN(C(=O)c3cccc(C#CC(C)(C)O)c3)C2)c1 (centres undefined)	-3%	16µM*	1	3%	8%	6%	0	0	6	7%
16	Cc1cccnc1NC(=O)CCc1nnc2ccc(N3CCC4(CC3)OCCO4)nn12	2%	7%	-3	3%	1%	16%	0	13	0	2%
17	CC1=C(C(=O)OCc2ccc3c(c2)OCO3)C(c2ccc(Cl)cc2)NC(=O)N1 (centres undefined)	-4%	0.23µM*	-8	-1%	-1%	-5%	.	-2	48	2%
18	CCN1C(=O)[C@H]2[C@@H](c3ccc(-c4ccc(OC)cc4)c(OC)c3)N3CCCC[C@@]3(C(=O)OC)[C@H]2C1=O	9%	-3%	-10	-7%	-28%	0%	2	21	2	?
19	Cc1cc(/C=C2\SC(=S)NC2=O)c(C)n1-c1ccc(O)cc1	5%	?	3	3%	18%	-6%	-10	-3	-48	-8%
20	COc1cccc(CNC(=O)CCNC(=O)N2CCn3c2nc2ccccc23)c1	1%	-13%	-2	1%	6%	-6%	-2	-3	6	4%
21	CCOc1ccc(CN2CCN(Cc3ccsc3)C(CCO)C2)cc1CO (centres undefined)	3%	8%	45	7%	4%	3%	0	.	-6	1%
22	O=C(NCc1ccc2c(c1)OCO2)C1CCCN1C(=O)Nc1ccc(F)cc1 (centres undefined)	10%	-2%	3	0%	-6%	4%	-1	3	12	1%
23	CC(=O)c1ccc(-n2c(SCC(=O)c3c[nH]c4ccccc34)nc3ccccc3c2=O)cc1	-2%[46.1 µM]	?	9	-1%	5%	10%	-4	-6	-19	-7%
24	Cc1c(NC(=O)c2cccc(NC(=O)COc3cccc(Br)c3)c2)c(=O)n(-c2ccccc2)n1C	-3%	23µM*	8	-4%	8%	-12%	.	-4	4	.
25	CCOC(=O)N1CCN(C(=O)COc2ccc3oc4c(c3c2)CCCC4)CC1	-5%	0%	-3	-2%	11%	4%	7	-1	-8	9%
26	CC(=O)c1cccc(NC(=O)CN2C(=O)COc3ccc(S(=O)(=O)N4CCOCC4)cc32)c1	4%	4%	17	-1%	7%	-4%	2	15	2	-12%
27	COc1ccc(NC(C)=O)cc1NC(=O)CN1CCN(CC(=O)Nc2ccccc2Cl)CC1	-1%	?	4	-1%	-5%	3%	-6	-4	-3	-2%
28	Cc1ccc(S(=O)(=O)NC(CC(=O)NCC2CCCO2)c2ccccc2)cc1 (centres undefined)	-1%	3%	-36	2%	-3%	-1%	1	6	-2	-1%
29	Cc1ccc(OCC(=O)N2CCC(C)CC2)c([N+](=O)[O-])n1	2%	14%	-1	2%	1%	-16%	2	-7	5	-4%
30	CC(C)N=C(NC#N)SCc1ccccc1F	-2%	1%	-7	0%	0%	1%	5	6	3	4%
31	COc1cc(/C=C/C(=O)OC(C)C(=O)Nc2c(C)n(C)n(-c3ccccc3)c2=O)ccc1OCC#N (centres undefined)	-3%	-1%	3	2%	-1%	-2%	8	10	-4	-5%
32	COc1cccc(C(=O)OCC(=O)Nc2ccc(N3CCOCC3)cc2)c1	1%	?	14	1%	3%	-1%	2	-1	-10	1%
33	COCCCn1c(=S)[nH]c2sc3c(c2c1=O)CCCS3	2%	-3%	2	2%	7%	-16%	1	5	3	4%
34	CCN(CC)CCOC(=O)c1ccc(N/C=C(/C#N)c2nc(-c3ccc4c(c3)OCO4)cs2)cc1	5%	7%	-11	1%	-3%	6%	-3	-6	4	-11%
35	COc1ccc(NC(=S)N2CCC(C(=O)c3ccc(F)cc3)CC2)c(OC)c1	-1%	3%	-10	-5%	-15%	-2%	5	2	5	-6%
36	Cc1cc(C)c(S(=O)(=O)n2nc(C)c(Br)c2C)c(C)c1	0%	9%	-12	4%	3%	-5%	1	-1	-10	-2%
37	COc1ccc(C(=O)c2c(C)c3cc(C)ccc3n2CC(O)CN2CCOCC2)cc1 (centres undefined)	-1%[46.1 µM]	?	10	-2%	-4%	-31%	?	-19	21	0%
38	CCCCC(CC)CNC(=O)/C=C/c1ccc(F)cc1 (centres undefined)	7%[46.1 µM]	0%	.	0%	-5%	8%	?	.	-16	?
39	CN(C)c1ccc(NC(=O)Cn2ncn3c(cc4ccccc43)c2=O)cc1	1%	3%	13	1%	12%	-4%	-9	-9	-4	-1%
40	Cc1cccc(NS(=O)(=O)c2c(C)n[nH]c2C)c1	7%	-9%	-13	1%	-10%	3%	5	-16	-3	-1%
41	CCN(CC)C(=O)c1[nH]cnc1C(=O)N[C@H](C)c1ccccc1	1%	27%	.	2%	9%	4%	-1	.	47	-8%
42	CC(=O)c1nn(-c2ccc(Br)cc2)cc1C(=O)c1ccco1	1%[46.1 µM]	-19%	2	-1%	-13%	7%	2	-4	-9	4%
43	CCN(c1ccccc1)S(=O)(=O)c1ccc(Cl)c(C(=O)N(CC2CCCO2)C2CCS(=O)(=O)C2)c1 (centres undefined)	-7%	0%	-2	1%	-7%	?	6	6	-22	14%
44	Cc1ccc(CNC(=O)c2ccc(N3CCC4(CC3)CC(c3cccc(Br)c3)=NO4)c(N)c2)cc1	-11%	-17%	4	0%	11%	2%	-1	-4	-10	7%
45	CCCCn1nnnc1SCC(=O)N1CCN(C(=O)c2ccco2)CC1	0%	5%	1	0%	9%	-1%	0	-3	6	-7%
46	CCOC(=O)c1sc(N)c(C#N)c1CSc1nnc(C2CC2)n1N	-1%	5%	-3	1%	-18%	-9%	-3	2	1	-2%

Source: PubChem BioAssay
